# S1P4 antag: human S1P4 receptor antagonism; actives 0.26% (n = 220,000); O95977; inhibition, % at 4.98 µM; S1P4-expressing cells, antagonist mode, reporter read-out; AID 1510; in the data active = inhibition above about 29%;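 note: 0% = wells stimulated with agonist and 100% = vehicle wells without agonist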
# Target sequence (O95977 whole entry, looked up): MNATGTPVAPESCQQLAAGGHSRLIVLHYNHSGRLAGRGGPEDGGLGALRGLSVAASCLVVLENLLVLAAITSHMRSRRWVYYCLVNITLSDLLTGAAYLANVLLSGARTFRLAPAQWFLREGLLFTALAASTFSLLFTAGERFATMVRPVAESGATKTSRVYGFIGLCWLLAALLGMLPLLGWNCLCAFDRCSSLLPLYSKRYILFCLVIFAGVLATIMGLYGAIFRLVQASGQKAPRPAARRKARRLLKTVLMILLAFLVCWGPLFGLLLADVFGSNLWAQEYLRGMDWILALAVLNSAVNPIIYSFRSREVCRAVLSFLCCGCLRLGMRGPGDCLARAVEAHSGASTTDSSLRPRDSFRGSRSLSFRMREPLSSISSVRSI
# Ba/F3 V617F tox: reduce viability of Ba/F3 cells dependent on JAK2V617F | Ba/F3 EpoR-JAK2V617F viability, ATP luminescence | AID 1446 | inhibition, % at 5.6 µM | actives 1.1% (n = 220,000);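 active = inhibition above the campaign mean plus 3 SD over all tested compounds, cut at about 24% in these data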;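 note: cytokine-independent growth of Ba/F3 cells driven by EpoR plus mutant JAK2; 0% = DMSO-treated cells and 100% = JAK inhibitor I control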
# S1P4 ag: activates the human S1P4 receptor; O95977; S1P4-expressing cell line, agonist reporter assay; activation, % at 4.98 µM; actives 0.35% (n = 220,000); AID 1509; in the data active = activation above about 11%;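 note: 0% = DMSO vehicle and 100% = reference agonist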
# NPY-Y2 PAM-ag: human NPY-Y2 potentiation or agonism, primary screen; activation, % at 3.6 µM; actives 0.45% (n = 220,000); cells expressing NPY-Y2, potentiator/agonist read-out; P49146; in the data active = activation above about 27%;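 note: cells stimulated with NPY near EC25 plus isoproterenol at EC100; 0% = vehicle plus submaximal agonist and 100% = vehicle plus saturating agonist; some results beyond the cut were filed as inactive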
# Target sequence (P49146 whole entry, looked up): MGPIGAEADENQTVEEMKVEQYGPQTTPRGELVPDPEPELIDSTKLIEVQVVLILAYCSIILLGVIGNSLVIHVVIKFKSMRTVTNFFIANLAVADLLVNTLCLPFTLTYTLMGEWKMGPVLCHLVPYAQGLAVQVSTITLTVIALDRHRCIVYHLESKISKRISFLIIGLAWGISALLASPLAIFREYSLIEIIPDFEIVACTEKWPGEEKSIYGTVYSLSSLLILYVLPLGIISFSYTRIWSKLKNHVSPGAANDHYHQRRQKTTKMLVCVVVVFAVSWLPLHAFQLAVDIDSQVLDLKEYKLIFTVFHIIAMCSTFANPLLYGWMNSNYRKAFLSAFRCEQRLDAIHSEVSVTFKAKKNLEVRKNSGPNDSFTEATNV
# p47phox inh: inhibitors of human p47phox binding. P14598. actives 0.53% (n = 220,000). p47phox/p22phox peptide binding, fluorescence polarization, 2 h. AID 1274. inhibition, % at 24.7 µM;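 active = inhibition above about 30%, limit read from the data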;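 note: 0% = p47phox with labelled peptide and 100% = labelled peptide alone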
# NPY1 pot ag: potentiates or activates human NPY-Y1 receptor; P25929; NPY-Y1 expressing cells, potentiator/agonist activation; activation, % at 3.6 µM; actives 0.37% (n = 220,000); AID 1304; in the data active = activation above about 33%, passing the limit was not always enough;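 note: cells stimulated with NPY at EC10 then isoproterenol at EC100; 0% = low agonist plus stimulus and 100% = saturating agonist plus stimulus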
# CHOP inh: blocks CHOP induction under ER stress; actives 3.8% (n = 220,000); inhibition, % at 10 µM; CHO-K1 CHOP-promoter luciferase, tunicamycin-induced, 15-18 h; AID 2732;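 active = compounds that reduced the stress-induced luciferase reporter signal by more than about 70% of percent inhibition, limit read from the data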;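 note: 0% = tunicamycin plus vehicle and 100% = wells without tunicamycin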
# BaF3 parental: reduces parental Ba/F3 cell viability, JAK2V617F counter-screen; AID 1486; actives 1.1% (n = 220,000); CellTiter-Glo ATP luminescence; inhibition, % at 5.6 µM;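 active = inhibition above a per-campaign cutoff, the mean inhibition of all tested compounds plus 3 SD, cut at about 27% in these data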;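 note: 0% = DMSO wells and 100% = JAK Inhibitor I control wells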
# NPY-Y1 antag: blocks the human neuropeptide Y Y1 receptor; HEK293-CNG Y1 cells, membrane potential fluorescence; NPY at EC95, then isoproterenol; actives 1% (n = 200,000); P25929; AID 1040; inhibition, % at 3.6 µM;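 active = inhibition above the campaign mean inhibition of all tested compounds plus 3 SD, cut at about 20% in these data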;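 note: 0% = DMSO wells given NPY plus isoproterenol and 100% = isoproterenol alone without NPY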
#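 Material: HEK293 Y1/CNG channel cell line | Also added: NPY (25 nM), isoproterenol (1 µM), Ro 20-1724 (25 µM) | Compound: One concentration, 3.6 µM, in 0.4% DMSO | Schedule: 3 h dye uptake, 1 h room-temperature compound, 45 min post-isoproterenol | Signal: Membrane-potential fluorescent dye readout | Read-out: % inhibition of NPY effect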
# Active calls of the source: *; x = no result given; & = joins results of further samples.
SMILES,S1P4 antag,Ba/F3 V617F tox,S1P4 ag,NPY-Y2 PAM-ag,p47phox inh,NPY1 pot ag,CHOP inh,BaF3 parental,NPY-Y1 antag
Cc1sc(NC(=O)c2ccc(F)cc2)c(CN2CCCCCC2)c1C,-2,1,-0.8,2,-11,-17,11,1,-2
COc1ccccc1Cc1nnnn1CC(=O)O,-7,-4,0.2,-15,-7,17,-6,-3,0
CCOc1ccc(Br)cc1S(=O)(=O)Nc1nc(CN2CCOCC2)nc2sc(C)c(C)c12,-1,4,0.8,-1,-33,-2,-4,1,4
CN1CCN(c2nc(-c3ccccn3)nc3ccccc23)CC1,6,-1,1.0,7,15,-8,-30,0,1
Nc1nnc(SCC(=O)Nc2ccc3nc(SCC(=O)Nc4ccccc4)sc3c2)s1,-11,-1,2.1,15,-27,29,-10,5,-1
CCc1nccn1S(=O)(=O)c1cccc([N+](=O)[O-])c1,2,-3,4.0,6,1,7,14,6,2
CCc1ccc(CCN2C(=O)c3ccccc3C2=O)nc1,8,-6,-0.3,15,-7,20,-3,3,x
O=C(Nc1cccc(C(F)(F)F)c1)c1cc(S(=O)(=O)N2CCCCC2)ccc1N1CCOCC1,-13,1,0.6,5,-4,-14,20,6,-2
COc1ccc(CNC(=O)C(c2ccc(C)cc2)N(Cc2cccs2)C(=O)c2ccc3c(c2)OCCO3)cc1 (centres undefined),7,2,-2.6,-2,-14,2,27,-1,2
CCOC(=O)c1c(C)c(C(=O)NCc2cccnc2)c(C)n1CC,-14,2,-0.3,2,-13,-8,-7,10,-3
O=C(NCc1ccc2c(c1)OCO2)c1ccc(CN2CCOCC2)cc1,-10,6,0.3,-3,-12,-35,14,9,-8
O=C(O)CC1CCC(=C(Cl)Cl)C1 (centres undefined),8,-1,-2.7,2,-3,-12,79*,3,-3
COc1ccc(-c2cc(-c3ccc(OC)cc3)[nH]n2)cc1,7,0,1.9,-5,-7,7,50,0,5
CCOCC(=O)Nc1c(C(=O)Nc2ccc(OC)cc2OC)oc2ccccc12,2,-2,1.8,-4,2,-1,5,0,5
Cc1ccc(Nc2c(-c3ccc(N4CCOCC4)cc3)nc3ncccn23)cc1,14,2,-0.9,3,-2,-20,16,9,8
CN(C)S(=O)(=O)Nc1cccc(Br)c1,-24&-7,-5&1,1.6&1.3,-6&-1,-1&-12,-3&-14,12&4,-2&0,x
Cc1cnc(NC(=O)CSc2nnc(CNc3ccc(F)cc3)n2CC2CCCO2)s1 (centres undefined),-7,-2,-1.0,5,3,-9,-12,6,0
Cc1ccc(-c2cc(C(F)F)nc(NCc3cccs3)n2)cc1,-18,-3,0.6,-10,-3,-13,91*,5,7
OCC1(Cc2cccc(Cl)c2)CCCN(Cc2cn[nH]c2C2CCCCC2)C1 (centres undefined),-21,-2,1.4,-2,-11,6,64,-1,12
O=C(Nc1cccc(Oc2ccc(C(=O)O)c(C(=O)O)c2)c1)c1ccc(-c2ccccc2)cc1,2,-4,0.4,-10,-36,-22,-4,-2,x
Cn1cnnc1SCC(=O)Nc1ccc(F)cc1F,-8,4,0.4,-15,-6,15,-37,9,1
CCCS(=O)(=O)N1CCC(C(=O)NCc2ccco2)CC1,11,-2,-1.0,-2,-13,14,-15,3,-8
CCOC(=O)Cn1c(=O)c2c(nc3n2CCS3)n(C)c1=O,11,3,-3.2,8,-6,-11,11,5,-7
O=C(O)c1ccc(-c2ccccc2Cl)o1,-15,3,-0.4,-21,-15,-32,24,2,14
O=C(Cc1cccc(C(F)(F)F)c1)Nc1ccccc1,-20,5,1.6,9,-18,-13,38,8,2
CCCc1nc(N)c(C#N)c(-c2cccnc2)c1CC,-8,1,0.5,8,-3,6,15,8,-5
CC(=O)Nc1cc(ON=C(C)C)cc([N+](=O)[O-])c1,-4,6,0.2,4,3,-1,0,9,-3
COc1ccc2nc(C)cc(Nc3ccc(N4CCOCC4)cc3)c2c1,-8,7,-1.1,14,-16,9,-12,18,-7
N#CC1=C2SCC(O)(c3ccccc3)N2C(=O)CC1c1ccccc1F (centres undefined),10,27*,0.1,-37,-85,-21,-9,17,-1
NC(=O)CSc1oc(-c2ccc(F)cc2)nc1S(=O)(=O)c1ccccc1,-7,2,-0.4,1,-10,16,4,4,2
CCC(C)NC(=O)Cn1c(=O)n(CCCC(=O)NCc2ccccc2Cl)c(=O)c2ccccc21 (centres undefined),3,1,-2.4,2,-7,2,15,2,8
NC(=O)C1(NC(=O)[C@@H]2CC3(CC(c4cccc(NC(=O)[C@@H]5CCC(=O)N5)c4)=NO3)CN2C(=O)Cc2ccc(Cl)cc2)CC1 (some centres undefined),-6,-3,0.2,-10,4,-4,-25,1,-3
Cc1ccc(/C=N/N=C/c2ccc(C)cc2)cc1,-9,-4,-0.7,-11,-1,-6,1,4,2
CNC(=O)CSc1nc2nc(C)cc(C)n2n1,-12,-5,-0.6,-15,16,0,15,-1,4
O=C(c1ccc(S(=O)(=O)c2cccc(Cl)c2)c([N+](=O)[O-])c1)N1CCN(Cc2ccccc2)CC1,-14,5,-0.9,16,-15,18,65,12,-1
S=c1[nH]nc(COc2ccc3c(c2)OCO3)n1-c1ccccc1,-10,1,0.1,-4,7,-7,-198,3,-4
CCN(CC)S(=O)(=O)c1ccc(N2CCOCC2)c(NC(=O)Cc2ccc(Cl)cc2)c1,-14,3,-1.8,-7,-16,-19,27,8,4
C=CCn1c(Cc2nc3ccc(Cl)cc3[nH]2)n[nH]c1=S,15,-4,-0.2,12,-5,5,82*,1,-3
O=C(CN1CCCC1)Nc1ccc2c(c1)CCC2,-9,3,-1.8,-7,7,12,24,9,7
CCOC(=O)/C(C#N)=C/c1c(Oc2cc(C)cc(C)c2)nc2ccccn2c1=O,-18,2,-0.8,-3,-14,2,30,7,9
COC(=O)c1c(-c2ccc(OC)c(OC)c2)csc1N,-21,-2,0.5,11,-13,21,25,3,6
Cc1cc(C)c(NC(N)=S)c(C)c1,10,2,0.2,-7,-14,-6,5,0,x
COc1ccc(-c2nn(-c3ccccc3)cc2CN2CCCO2)c(F)c1,-7,9,-1.0,-11,1,-1,-8,11,3
NC(=O)[C@@H]1CCOc2c(F)cc([N+](=O)[O-])cc2C(=O)N[C@@H](CO)C(=O)NCC(=O)N1,18,4,0.6,-1,5,17,10,11,-2
Cc1noc(/C=C/c2ccco2)c1S(=O)(=O)N1CCC(C(=O)N2c3ccccc3CC2C)CC1 (centres undefined),5,-2,-1.4,-16,-100,-26,42,5,7
Cc1cccc2cc(CN(Cc3cccs3)C(=S)NCC3CCCO3)c(=O)[nH]c12 (centres undefined),-19,3,-1.1,2,-12,-3,8,7,-4
O=S(=O)(c1ccc(-c2csc(Nc3ccc(F)cc3)n2)cc1)N1CCCC1,2,2,-1.4,3,-4,2,90*,5,-6
COCCn1c(C)cc(C(=O)COC(=O)C23CC4CC(CC(O)(C4)C2)C3)c1C,-20,-4,0.4,-1,2,-11,1,-1,-2
CCN(c1ccc(OCC(=O)OCC(=O)c2c(N)n(C)c(=O)n(C)c2=O)cc1)S(=O)(=O)c1ccccc1,-9,4,5.4,2,-16,-7,17,12,-2
CSc1nc(-c2ccccc2)nn1S(=O)(=O)c1ccc(Cl)cc1,-1,-2,0.9,4,-8,5,46,-1,6
O=c1[nH]c(N2CCCCC2)nc2ncn(Cc3ccccc3)c12,-75,-4,2.0,10,-6,18,6,1,x
Cc1ccc(CCSc2ccc(F)cc2)cn1,14,-4,0.2,10,0,9,4,0,x
CCOc1ccc(OCC)c(NC(=O)CCSCCc2ccccn2)c1,-11,1,-1.6,-23,x,-11,12,4,-1
CCN(CC)C(=O)Oc1ccc2cc(Br)ccc2c1,-8,0,0.3,8,5,4,17,6,2
COc1ccc(CCN2C(=O)C3C(C2=O)C2C=CC3C23CC3)cc1OC (centres undefined),-7,0,0.2,-13,18,1,-22,0,3
CCN(CC)S(=O)(=O)c1ccc(Nc2cc(C)nc3ncnn23)cc1,-10,-1,-0.2,11,-4,11,-2,1,-7
COc1ccccc1NC(=O)CSc1nc2sc(C)c(C)c2c(=O)n1Cc1ccco1,-16,-2,1.6,5,-20,2,-22,1,10
CN(C)/C=C/C(=O)c1ccccc1F,-11,-4,-0.5,10,-18,16,3,2,2
Cc1ccc(NC(=O)C2C3CCCC2C3c2ccccc2)cc1 (centres undefined),-24,0,2.6,-10,-16,8,2,7,4
COCC(=O)Nc1ccc([N+](=O)[O-])cc1OC,-9,0,0.9,0,-2,22,0,6,0
# (listing goes on)
SMILES,S1P4 antag,Ba/F3 V617F tox,S1P4 ag,NPY-Y2 PAM-ag,p47phox inh,NPY1 pot ag,CHOP inh,BaF3 parental,NPY-Y1 antag
CC(=O)Nc1ccc(S(=O)(=O)Nc2ccc(N3CCOCC3)cc2)cc1,-5,-1,0.2,6,4,-8,7,1,-3
COc1ccc(NC(=S)NC2CC3CCCC(C2)N3C2CC2)cc1 (centres undefined),5,1,1.4,1,-8,-13,3,4,3
CC(C)NC(=O)NC(=O)CSc1nncs1,7,-3,-1.1,16,-2,-8,4,-5,-4
COc1ccccc1-c1nc(C#N)c(N2CCN(C(c3ccccc3)c3ccccc3)CC2)o1,-2,-5,-1.0,-6,-6,3,-1,-1,2
N#CCc1cc2ccc3cccc4ccc(c1)c2c34,-2,-2,-0.6,6,-26,0,25,1,x
CN(Cc1ccccc1)C(=O)c1ccc([N+](=O)[O-])o1,-18,4,0.0,-7,-3,16,29,2,5
COc1ccc(CC2(CO)CCN(Cc3cnc(-c4ccccc4C)nc3)CC2)cc1,-24,-1,2.7,-20,-6,5,-2,8,5
Cc1cccc(NC(=O)CC2NC3CCCCC3NC2=O)c1 (centres undefined),-4,-2,-0.4,0,-7,2,-17,-1,1
O=C(O)/C=C(\Oc1ccccc1)C1(O)CCCCC1,-18,4,1.2,-3,-5,-1,8,-1,x
CCOC(=O)CCSc1nc(C)c2ccccc2n1,-31,-6,1.7,1,-22,-18,21,0,3
COc1cccc(C(=O)Nc2ccc(Oc3cccc(C(F)(F)F)c3)nc2)c1,-5,-2,-1.5,3,-26,6,13,1,x
Cc1ccsc1/C=N/NC(=O)C1CC(=O)N(c2ccccc2)C1 (centres undefined),-25,-1,4.0,-1,-2,1,-7,5,3

# An excerpt from above, reduced to NPY1 pot ag and S1P4 antag.
canonical_smiles	NPY1 pot ag	S1P4 antag
COc1ccc(CC2(CO)CCN(Cc3cnc(-c4ccccc4C)nc3)CC2)cc1	5	-24
CC(=O)Nc1ccc(S(=O)(=O)Nc2ccc(N3CCOCC3)cc2)cc1	-8	-5
Cc1cccc(NC(=O)CC2NC3CCCCC3NC2=O)c1 (centres undefined)	2	-4

# Next part.
SMILES,S1P4 antag,Ba/F3 V617F tox,S1P4 ag,NPY-Y2 PAM-ag,p47phox inh,NPY1 pot ag,CHOP inh,BaF3 parental,NPY-Y1 antag
COCCN1Cc2cccc(C(=O)Nc3ccc4c(c3)OCCO4)c2C1=O,-12,5,-2.7,0,-1,12,-4,4,-1
O=c1[nH]n(-c2ccccn2)c(=O)c2ccccc12,-14,0,-0.2,13,-23,-10,7,7,0
O=C(Cn1cnc2ccccc2c1=O)NCc1cccs1,-18,-3,0.7,8,-4,0,-7,3,8
O=C(Nc1ccccc1)NC1CCCc2ccccc21 (centres undefined),-2,1,0.5,1,-3,-5,12,5,1
NS(=O)(=O)c1ccc(CCNC(=O)COC(=O)CN2C(=O)C3CCCCC3C2=O)cc1 (centres undefined),-21,-1,0.2,13,-4,11,9,0,-1
COc1ccc(CCNC(=O)C2CCN(S(=O)(=O)c3ccc(Cl)cc3)CC2)cc1OC,-1,4,0.9,1,-7,14,7,2,-4

# Assay outcomes (PubChem)
